# mABHD4 FP = inhibits mouse alpha/beta hydrolase domain 4; Q8VD66; purified mABHD4, FP-Rh probe fluorescence polarization; inhibition, % at 8.92 µM; 370,000 tested, 0.54% active; AID 720543;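 active = inhibition exceeding the mean over every tested compound plus 3 SD, cut at about 30% in these data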;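 also: 0% = plate median of compound wells and 100% = S159A mutant with DMSO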
#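 Assay system: wild-type mouse ABHD4 protein; compound: single nominal dose of 8.92 µM, 0.89% DMSO final; schedule: 45 min + 60 min at 25 °C; measured by: FP readout, ex 525 nm / em 598 nm; evaluation: % inhibition of FP-Rh probe binding versus controls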
# HTRA1 inhibitor = HTRA1 (human) protease inhibition; 340,000 tested, 0.5% active; Q92743; inhibition, % at 5.96 µM; AID 504803; recombinant HTRA1, FP-rhodamine activity-based probe, fluorescence polarization; in the data active = inhibition above about 36%;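 also: 0% = enzyme with DMSO and 100% = wells lacking enzyme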
# PG9 Ab binder = binds the HIV-1 gp120 antibody PG9; inhibition, % at 6.7 µM; TR-FRET gp120-PG9 antibody binding; 360,000 tested, 0.43% active; in the data active = inhibition above about 8.5%
# SIAE inh = inhibitors of human sialic acid acetylesterase SIAE; 370,000 tested, 0.69% active; Q9HAT2; SIAE FP-Rh probe binding, fluorescence polarization; AID 1053197; inhibition, % at 9.66 µM;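 active = inhibition above a cutoff: mean of compounds within the control limits plus 3 SD of those, cut at about 17% in these data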;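 also: 0% = plate median of compound wells and 100% = probe without SIAE protein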
# rCAG RNA binder = molecules binding r(CAG) RNA repeats; r(CAG) RNA repeat, TO-PRO-1 dye displacement fluorescence; inhibition, % at 3 µM; 370,000 tested, 1.3% active;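 active = inhibition above the plate cutoff, the mean of all test compounds on that plate plus 3 SD, cut at about 35% in these data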;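 also: 0% = DMSO alone and 100% = 100 µM mitoxantrone as full dye displacement; higher means more dye released from RNA so lower well fluorescence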
# PRMT1 inh = blocks human protein arginine methyltransferase 1 | Q99873 | inhibition, % at 2.79 µM | recombinant PRMT1, activity-based probe fluorescence polarization | 370,000 tested, 1.3% active;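 active = inhibition above about 21% made by adding two undisclosed values, limit read from the data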
# LEDGF integ inh = blocks HIV-1 LEDGF/p75-dependent DNA integration. TR-FRET IN-LEDGF/p75 DNA integration, Eu/Cy5. inhibition, % at 3.7 µM. 370,000 tested, 0.64% active;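 active = inhibition above the screen-wide mean plus 3 SD, cut at about 13% in these data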;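 also: signal is the Cy5 over europium emission ratio at 671 and 618 nm; 0% = plate median of compound wells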
# TCR CD3 inh = inhibitors of human TCR-CD3 interaction | TAMRA-labeled TCR probe fluorescence, biochemical | inhibition, % at 9.4 µM | AID 651800 | 360,000 tested, 0.37% active; in the data active = inhibition above about 19%;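 also: recombinant mutant TCR 2C K166C tagged with TAMRA read by polarization; 0% = receptor in buffer alone and 100% = receptor with positive control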
# NR1D1 modulator = modulates human Rev-erb alpha binding to DNA. P20393. Rev-erbα–FITC-DNA binding, fluorescence polarization, 90 min. activity, % at 10 µM. 370,000 tested, 0.79% active;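 active = activity above about 14%, limit read from the data; passing the limit was not always enough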;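 also: 0% = DMSO wells with 35 nM protein and 100% = DMSO wells with 750 nM protein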
# Target sequence (P20393 whole entry, looked up): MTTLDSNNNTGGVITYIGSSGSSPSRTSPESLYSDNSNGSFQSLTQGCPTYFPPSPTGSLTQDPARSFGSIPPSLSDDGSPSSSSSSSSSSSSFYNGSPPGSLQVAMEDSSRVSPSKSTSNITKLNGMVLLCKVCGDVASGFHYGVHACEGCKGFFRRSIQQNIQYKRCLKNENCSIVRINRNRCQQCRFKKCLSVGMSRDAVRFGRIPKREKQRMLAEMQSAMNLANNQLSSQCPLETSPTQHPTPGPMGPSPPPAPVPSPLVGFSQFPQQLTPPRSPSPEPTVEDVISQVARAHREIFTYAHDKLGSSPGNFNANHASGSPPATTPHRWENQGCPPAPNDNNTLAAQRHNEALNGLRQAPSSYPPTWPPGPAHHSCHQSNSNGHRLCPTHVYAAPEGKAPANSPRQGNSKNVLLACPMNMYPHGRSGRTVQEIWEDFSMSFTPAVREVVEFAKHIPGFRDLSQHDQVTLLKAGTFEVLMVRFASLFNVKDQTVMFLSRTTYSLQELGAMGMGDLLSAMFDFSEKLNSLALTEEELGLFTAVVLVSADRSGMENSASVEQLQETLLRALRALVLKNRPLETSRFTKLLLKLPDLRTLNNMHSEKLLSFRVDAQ
# TDP2 absorb = TDP2 (human) inhibition, absorbance primary screen; 370,000 tested, 0.34% active; O95551; inhibition, % at 12.8 µM; recombinant TDP2, T5PNP hydrolysis, p-nitrophenol absorbance 415 nm;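 active = inhibition above the mean of all tested compounds plus 3 SD, set per campaign, cut at about 25% in these data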;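 also: 0% = DMSO with enzyme and 100% = buffer with substrate but no TDP2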
# Target sequence (O95551 whole entry, looked up): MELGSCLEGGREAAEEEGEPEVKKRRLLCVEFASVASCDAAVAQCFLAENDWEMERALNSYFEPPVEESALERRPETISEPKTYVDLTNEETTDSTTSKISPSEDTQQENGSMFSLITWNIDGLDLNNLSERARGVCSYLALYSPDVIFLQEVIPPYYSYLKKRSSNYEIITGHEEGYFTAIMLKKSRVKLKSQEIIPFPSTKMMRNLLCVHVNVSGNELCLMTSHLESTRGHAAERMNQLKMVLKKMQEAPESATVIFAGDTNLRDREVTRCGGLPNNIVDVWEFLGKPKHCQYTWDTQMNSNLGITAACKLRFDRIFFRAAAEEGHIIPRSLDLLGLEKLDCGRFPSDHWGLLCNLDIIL
#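 Test system: human TDP2 enzyme; Input: 120 nM TDP2 per well; Buffer or medium: Mg2+-containing Tris-HCl buffer, pH 7.5; Reagent: 5 mM T5PNP; Dosing: 12.8 µM single point, 1% DMSO; Incubation: reaction 2 h, 37 °C; Detection: p-Nitrophenol epi absorbance; Read-out: % inhibition relative to enzyme-containing and enzyme-free wells; Replicates: single well per compound.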
# Numbers without * were called inactive; · = no result given; & = joins results of further samples. The list is partial, so the mix of outcomes need not match the whole.
# The line under a structure holds: mABHD4 FP	HTRA1 inhibitor	PG9 Ab binder	SIAE inh	rCAG RNA binder	PRMT1 inh	LEDGF integ inh	TCR CD3 inh	NR1D1 modulator	TDP2 absorb
1: O=C(Cn1cc(C(=O)C2CC2)c2ccccc21)NCc1ccccc1
    5	-11	-0.5	-1	4	1	4	5	-3	3
2: Cn1cnnc1SC(C(=O)Nc1cc(Cl)cc(Cl)c1)c1ccccc1 (stereo unspecified)
    -8	1	-2.1	-1	4	-2	4	-4	2	-3
3: COc1cccc(C(=O)N[C@H](C(=O)N2CCC[C@H]2C(=O)NCCc2ccccc2Cl)C2CCCCC2)c1
    -2	·	-2.2	-5	2	3	2	2	-4	-4
4: COc1ccc2c(CC(=O)N3CCc4cc(OC)c(OC)cc4C3)coc2c1
    5	-12	-1.1	4	14	-1	-2	-3	3	13
5: COc1ccc(C(=O)NC(=S)NC(C)C)cc1Br
    -1	0	0.9	1	-2	-1	1	-4	3	-4
6: CC1=N/C(=C\c2ccc(OC(C)C)cc2)C(=O)N1c1ccc(C(=O)O)cc1
    -5	4	-3.1	-1	2	-5	-1	8	-3	5
7: CCc1nn(-c2cc(Cl)ccc2OC)c2c1C(=O)CCC2
    3	-4	-0.7	4	0	-1	2	0	0	4
8: CC(CN1CCCCC1)OC(=O)c1ccc2c(c1)OCCO2 (stereo unspecified)
    4	1	0.3	7	-1	0	-2	-1	-2	11
9: Cc1ccc(NC(=O)c2cc(=O)[nH]c3ccccc23)cc1
    -4	-1	-3.4	-9	0	-1	2	0	3	-9
10: COc1ccc(S(=O)(=O)N2CCC(C(=O)N[C@@H](C)C(=O)NC3CC3)CC2)cc1
    1	5	-2.4	0	-2	-2	-7	-1	3	-17
11: CC(C)CNC(=O)C1(C)CCCN1C(=O)Cc1cccc2ccccc12 (stereo unspecified)
    14	·	0.0	6	-1	-1	2	-5	0	3
12: CC1CN(C(=O)CSc2nnc3c(Cl)cc(Cl)cn23)CC(C)O1 (stereo unspecified)
    -1	3	-3.2	-5	2	-2	1	3	2	0
13: Cc1ccc(SCC(=O)N=C2NC(=O)CS2)cc1
    8	3	-2.2	-2	3	52*	2	2	0	-5
14: O=C(COC(=O)CSc1ccc2ccccc2c1)NCc1ccc2c(c1)OCO2
    2	16	2.4	3	2	3	2	-5	0	-2
15: COc1ccc(C(=O)NC(CC(C)C)C(=O)O)cc1OC (stereo unspecified)
    -5	2	0.6	-2	1	-1	0	12	-1	10
16: CCOc1ccc(Nc2c3ccccc3nc3ccccc23)cc1
    13	10	-2.9	11	18	-2	-1	3	13	5
17: CCOC(=O)N1CCN(S(=O)(=O)c2ccc(C)c(C)c2)CC1
    6	-2	-0.9	0	0	-1	3	1	-2	11
18: CC12CCC(C(=O)N3CCCCC3)([C@H](Br)C1=O)C2(C)C (stereo partly specified)
    2	4	-0.9	-15	-4	3	-3	1	0	-11
19: O=C(CCSCCc1ccccn1)Nc1cc(F)ccc1F
    11	1	-0.7	-4	2	4	-3	1	-3	-4
20: O=C(NCc1ccco1)C1CC2CCC1C2 (stereo unspecified)
    0	-4	-1.6	-1	-3	-1	2	1	-6	-3
21: c1cc(-c2noc(CCC3CCCC3)n2)ccn1
    -11	1	1.1	-2	-3	3	1	-9	-3	-14
22: COc1cccc(NC(=O)N(C)C[C@H]2OCc3cn(nn3)CCCC(=O)N([C@H](C)CO)C[C@@H]2C)c1
    -1	·	1.3	3	3	2	-1	5	-3	9
23: Cc1[nH]c(=O)c(C#N)c(C)c1CCC(=O)N(C)CC(=O)Nc1ccc(Cl)c(Cl)c1
    -6	4	2.7	-3	2	-2	-1	-4	1	-4
24: C/C(=N/Nc1ccc(C(=O)c2c(C)cc3ccccn23)cc1[N+](=O)[O-])c1ccc(O)cc1
    1	0	3.7	4	0	-1	5	0	9	-2
25: COCCOC(=O)c1c(C)oc2ccc(OC(=O)c3c(OC)cccc3OC)cc12
    -6	-27	-0.2	-2	-6	-1	-2	3	2	7
26: CNc1nc(Nc2ccc(C(C)=O)cc2)nc(OC(C(F)(F)F)C(F)(F)F)n1
    -3	-12	-0.3	-27	-4	2	2	2	6	-2
27: COC(=O)C(C#N)c1nc2ccccc2nc1N1CCCC1 (stereo unspecified)
    5	-11	1.6	4	-1	-3	3	-4	-3	-9
28: Cc1ccc(NC(=O)C2CCCN(S(=O)(=O)c3cnc[nH]3)C2)cc1F (stereo unspecified)
    -1	2	-0.6	-6	2	-2	2	3	-2	2
29: O=C(NCCc1c[nH]c2ccccc12)OCc1cn(Cc2cccc(Cl)c2)nn1
    -9	·	·	1	4	1	1	·	3	8
30: Cc1cn(-c2cc(C(=O)Nc3ccc(C)c(NC(=O)C(=O)c4c[nH]c5ccccc45)c3)cc(C(F)(F)F)c2)cn1
    -11&-11	-69&-61	-1.4&-1.1	-122&-101	7&10	-2&-2	1&1	1&-8	-6&3	2&8

# Additional records:
# The line under a structure holds: mABHD4 FP	HTRA1 inhibitor	PG9 Ab binder	SIAE inh	rCAG RNA binder	PRMT1 inh	LEDGF integ inh	TCR CD3 inh	NR1D1 modulator	TDP2 absorb
31: O=C(NNC(=O)C1CC1)c1cc(Br)c(Br)s1
    -1	4	-0.2	-2	36*	-1	4	-2	-2	-16
32: Cc1ccc(-c2cnc(NC(=O)CCC(=O)N3CCCCC3)n2C)cc1
    -1	11	-1.3	2	-4	-1	-1	6	-7	-1
33: CCOc1ccc(-c2cc(C(=O)N3CCN(C)CC3)c3ccccc3n2)cc1
    2	6	5.2	10	-1	-1	4	-1	-2	-4
34: O=C(NCCCc1ccccc1)c1cccc(NC(=O)C2CCCCC2)c1
    -3	-5	-1.8	2	1	-3	2	-1	-3	1
35: CCN(CC)C(=O)Cn1cc(S(=O)(=O)CC(=O)NC2CCCCC2)c2ccccc21
    -1	0	-0.8	4	-6	7	-1	-4	-1	-4
36: CCOC(=O)c1c(SC)nc(SC)c2c1CCC2
    -7	0	-0.2	0	1	-1	-1	-1	-3	1
37: O=c1c2cc([N+](=O)[O-])ccc2sn1-c1ccccc1
    20	5	0.5	5	1	64*	-2	0	7	10
38: Cc1ccc(C(=O)NC2CCCCCCC2)cc1S(=O)(=O)N1CCOCC1
    4	0	-1.0	2	-4	4	0	-3	3	4
39: O=C(COC(=O)C1(c2ccc(Cl)cc2)CCCC1)Nc1ncc(C(F)(F)F)cc1Cl
    -5	-31	-0.9	1	-3	1	1	4	-1	-1
40: CCc1nnc(NC(=O)CSc2nnc(-c3ccco3)n2CC)s1
    5	-1	1.0	2	-4	8	-5	5	2	-2
41: COc1ccc(Br)cc1C(=O)Nc1ccc(C(=O)NCC(C)C)cc1
    -4	-9	1.4	4	-3	-4	2	11	-2	-7
42: CCc1ccc(CNC(=O)C2CC(=O)N(C3CCCC3)C2)cc1 (stereo unspecified)
    1	5	-3.2	5	-2	-2	2	8	2	-4
43: CN(CCCOC(=O)c1cc2ccccc2o1)C1CN(Cc2cn(Cc3ccccc3C(F)(F)F)nn2)S(=O)(=O)C1 (stereo unspecified)
    -1	·	·	-3	7	0	1	·	2	-1
44: O=C(COc1ccc(Cl)cc1Cl)N1CCNC1=O
    -3	1	2.2	0	4	2	-6	-3	2	2
45: CC1CCN(C(=O)NC(=O)c2ccc(Cl)cc2)CC1
    11	-1	0.1	0	-3	2	-2	6	0	-17
46: COc1ccc(C(C)=NNC(=O)c2cccc(S(=O)(=O)N3CCCC3)c2)cc1
    6	-3	1.2	2	1	-3	-5	4	4	-6
47: O=C(CSc1nnc(CCCO)n1-c1ccccc1)Nc1nccs1
    -5	-1	-0.4	4	0	4	5	-1	-6	-8
48: CCc1ccc(NC(=O)COc2ccc(/C=C(/C#N)c3nc4ccccc4[nH]3)cc2OC)cc1
    -6	-17	1.5	-25	8	1	2	13	-2	-9
49: COCCCNC(=S)NNC(=O)c1ccoc1C
    7	0	1.7	6	1	-3	0	2	-4	2
50: C1=Nc2ccccc2CN1c1ccccc1
    7	3	3.5	5	-1	0	3	2	-5	-2
51: CCOC(=O)C(=Cc1ccc(Br)cc1)C(=O)OCC
    -3	-2	-1.7	-4	-4	2	-1	0	0	3
52: COc1cc(CN2CCCC(N3CCc4ccccc4C3)C2)c(Cl)cc1O (stereo unspecified)
    2	4	-1.8	9	-6	-1	-2	3	2	13
53: O=C(CSc1ccccn1)N1CCCC(Nc2ccccc2)C1 (stereo unspecified)
    5	-2	-2.7	3	-2	1	2	0	-9	7
54: CCOC(=O)c1nc(NCCc2ccccc2)sc1C
    -6	-1	-1.0	6	-7	-5	-2	-6	0	-14
55: CCOc1ccccc1-n1c(N)c(C(N)=O)sc1=S
    -2	9	1.1	-2	-1	6	-2	-9	10	2
56: CCN1C(=O)C(c2ccc(O)cc2)(c2ccc(O)cc2)c2ccccc21
    -10	-4	0.1	-2	0	-1	-1	5	6	-5
57: CCc1ccc(NC(=O)C(=O)NCC2CCCN2S(=O)(=O)c2cccs2)cc1 (stereo unspecified)
    3	-13	-0.2	2	0	1	0	3	2	4
58: CCc1ccccc1N(C(C)=O)c1nc(CN=C=S)cs1
    0	-2	-0.8	-1	-6	-2	4	2	-1	2
59: CCCCC[n+]1ccn(C2=C([O-])c3ccccc3C(=O)/C2=N\S(=O)(=O)c2ccccc2)c1
    1	5	-4.7	1	-3	-4	4	7	1	8
60: COc1ncnc2c1oc1nc(C)c3c(c12)CC(C)(C)OC3
    11	·	0.5	-2	-1	6	-2	-1	1	-11

# Further compounds follow.
# The line under a structure holds: mABHD4 FP	HTRA1 inhibitor	PG9 Ab binder	SIAE inh	rCAG RNA binder	PRMT1 inh	LEDGF integ inh	TCR CD3 inh	NR1D1 modulator	TDP2 absorb
61: CC1=C(C(=O)N2CCCCCC2)CC(CC(=O)NCCCCc2ccccc2)C(=O)N1Cc1ccccc1 (stereo unspecified)
    1	·	-2.0	5	1	-3	-1	6	-2	1
62: O=C(O)CN1C(=O)/C(=C\c2ccccc2OCc2ccc(Cl)cc2)SC1=S
    -39	-67	-2.6	-16	74*	21	5	6	3	-7
63: Cc1sc2ncnc(N3CCC(C(=O)NNC(=O)COc4cccc(C(F)(F)F)c4)CC3)c2c1C
    4	-13	2.2	-8	-2	2	-5	0	5	1
64: Fc1ccccc1/C=N/Nc1ccc(Cl)nn1
    -1	0	-0.9	5	1	-1	0	12	-4	20
65: Nc1ccccc1NC(=O)c1ccccc1
    -1	8	0.1	-3	2	0	2	5	-1	-3
66: Cn1c(-c2sccc2OCc2ccccc2)n[nH]c1=S
    -3	2	1.1	7	2	-1	-2	5	-1	2
67: Cc1noc(C)c1CCC(=O)Nc1cc(C(=O)O)ccc1Cl
    -2	3	-0.8	1	3	-3	3	-6	4	-7
68: O=C1NC(Cc2ccccc2)c2nc3cc(F)c(F)cc3c(=O)n2-c2cc3ccccc3cc21 (stereo unspecified)
    -25	-60	-0.5	-35	13	-1	0	4	12	10
69: Nc1ccc(-c2ncc(-c3ccccc3)o2)cc1
    16	3	2.8	11	6	3	-1	6	-5	8
70: Cc1[nH]c2ccccc2c1C(=O)CN1CC(C)CC(C)C1 (stereo unspecified)
    -6	-2	0.3	-2	-3	-4	3	3	-3	14

# Screening results: PubChem BioAssay, several laboratories
